DNA FID counter = compounds displacing fluorescent DNA intercalator, primary screen, artefact control for HCV NS3 helicase inhibitor project, biochemical, FID fluorescence. AID 1845, 2009. inhibition, % at 7.9 µM. 0.17% of 290,000 active. DNA fluorescent intercalator displacement; in the data active = inhibition above about 37%;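 note: 0% = vehicle and 100% = reference compound; higher means more ethidium bromide displaced from hairpin DNA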
SUMO HTRF inh = inhibitors of in vitro SUMOylation cascade, primary screen, biochemical, HTRF, uHTS | inhibition, % at 35 µM | HTRF SUMOylation assay, SAE1/SAE2 + UBC9 | 0.36% of 290,000 active | SUMO-conjugating enzyme UBC9 (Homo sapiens), P63279; in the data active = inhibition above about 50%, passing the limit was not always enough; note: strong numbers were not always called active
VIM-2 inhibitor = VIM-2 metallo-beta-lactamase inhibitors, primary screen, biochemical, epi-absorbance readout, Pseudomonas aeruginosa enzyme. 0.89% of 290,000 active. inhibition, % at 5.6 µM. purified VIM-2, nitrocefin hydrolysis, epi-absorbance fluorescence;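 active = inhibition above the mean of all tested compounds plus 3 SD, cutoff set per screening run, cut at about 7.5% in these data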;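 note: red hydrolysis product quenches plate fluorescence so inhibitors raise well fluorescence; 0% = enzyme with DMSO and 100% = DMSO without enzyme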
PHOSPHO1 block = PubChem AID 1565; Phosphoethanolamine/phosphocholine phosphatase (Homo sapiens), Q8TCT1; inhibition, % at 13.3 µM; recombinant PHOSPHO1, absorbance phosphatase assay; 1.1% of 290,000 active; in the data active = inhibition above about 60%
IDE cell activ = human IDE activators in live cells, primary screen, fluorescence polarization, HEK cells, FAbeta-B substrate | Insulin-degrading enzyme (Homo sapiens), P14735 | FAbeta-B cleavage; 0% vehicle, 100% cell-free pure enzyme wells | activation, % at 5.96 µM | 0.073% of 340,000 active;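 active = activation above the mean of all tested compounds plus 3 SD, set per screening campaign, cut at about 17% in these data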
Target sequence (P14735 whole entry, looked up): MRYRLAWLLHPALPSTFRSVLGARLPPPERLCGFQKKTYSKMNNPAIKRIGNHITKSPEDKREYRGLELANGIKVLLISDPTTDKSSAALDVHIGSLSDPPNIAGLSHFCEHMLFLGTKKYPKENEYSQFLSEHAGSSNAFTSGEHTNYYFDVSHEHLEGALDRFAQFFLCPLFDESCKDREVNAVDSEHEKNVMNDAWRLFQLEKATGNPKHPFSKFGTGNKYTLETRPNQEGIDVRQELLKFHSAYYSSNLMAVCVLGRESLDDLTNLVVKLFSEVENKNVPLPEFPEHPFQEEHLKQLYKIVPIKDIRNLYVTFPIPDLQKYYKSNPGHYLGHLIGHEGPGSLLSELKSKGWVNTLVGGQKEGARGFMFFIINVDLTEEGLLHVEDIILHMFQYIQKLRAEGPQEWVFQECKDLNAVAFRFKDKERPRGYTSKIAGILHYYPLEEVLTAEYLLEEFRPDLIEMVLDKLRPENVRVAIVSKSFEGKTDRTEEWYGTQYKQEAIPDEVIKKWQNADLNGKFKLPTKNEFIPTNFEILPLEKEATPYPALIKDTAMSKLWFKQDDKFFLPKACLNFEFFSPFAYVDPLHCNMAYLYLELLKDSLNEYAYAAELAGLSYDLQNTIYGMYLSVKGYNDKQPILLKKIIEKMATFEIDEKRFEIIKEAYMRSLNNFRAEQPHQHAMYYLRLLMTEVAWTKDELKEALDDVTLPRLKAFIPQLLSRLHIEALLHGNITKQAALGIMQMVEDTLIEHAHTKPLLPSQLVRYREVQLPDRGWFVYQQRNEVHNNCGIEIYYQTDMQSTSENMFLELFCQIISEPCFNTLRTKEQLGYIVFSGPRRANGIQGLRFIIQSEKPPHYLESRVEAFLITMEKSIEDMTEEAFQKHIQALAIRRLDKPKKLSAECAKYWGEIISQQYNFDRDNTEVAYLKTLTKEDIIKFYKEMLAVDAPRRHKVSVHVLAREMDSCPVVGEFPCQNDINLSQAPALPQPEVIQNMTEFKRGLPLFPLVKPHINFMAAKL
pCIP destab = p/CIP-EGFP fusion destabilizers, primary screen, fluorescence, F442A cells. 0.01% of 290,000 active. AID 1984, 2009. 16 h. decrease of EGFP signal, % at 10 µM;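 active = EGFP signal decrease of at least 30% at 10 µM or well 3 SD below plate mean, unless failing retest; inactive = the rest, including hits failing retest or dose response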; note: some compounds called inactive have numbers as strong as hits; many of its hits are not listed in these tables
MEKK3 PB1 HTS = modulators of MEKK3-MEK5 PB1 binding, primary screen, biochemical, wildtype MEKK3, multiplex bead flow cytometry, Alexa488-MEK5 | binding response (% of control), % at 10 µM | 1.4% of 290,000 active | Mitogen-activated protein kinase kinase kinase 3 (Homo sapiens), Q99759 | AID 1529, 2009 | bead-based flow cytometry, Alexa488-MEK5 binding to MEKK3; actives lie on both sides; 0 = blocked by unlabeled MEK5, 100 = vehicle;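 active = binding response more than 3 SD above or below the average of its plate-row segment, actives on both sides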;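 note: Alexa488 bead fluorescence after subtracting the streptavidin-only scavenger bead signal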
HCV NS3 hel inh = inhibitors of HCV NS3 helicase, primary screen, biochemical, Cy5 molecular beacon fluorescence. Hepatitis C virus NS3 helicase. NS3 helicase DNA unwinding. inhibition, % at 10.9 µM. 0.56% of 290,000 active;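 active = inhibition above the mean of all tested compounds plus 3 SD, set per campaign, cut at about 35% in these data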;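 note: 0% = DMSO wells and 100% = thioflavine S control wells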
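Compound dosing – single dose, 10.9 µM nominal final, DMSO 0.8% final · System – NS3 helicase fragment of HCV · Buffer or medium – MOPS pH 6.5, MgCl2, DTT, Tween20, BSA · Signal – Cy5 beacon fluorescence read at start and 1 h · Also added – annealed dual-labelled DNA beacon duplex, ATP-started · Schedule – 1 h at 25 °C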
IMP-1 inh = IMP-1 metallo-beta-lactamase inhibitors, primary screen, biochemical, epi-absorbance readout, Pseudomonas aeruginosa enzyme. 0.45% of 290,000 active. inhibition, % at 5.6 µM. AID 1556, 2009. purified IMP-1, nitrocefin hydrolysis, epi-absorbance fluorescence. metallo-beta-lactamase IMP-1 (Pseudomonas aeruginosa);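 active = inhibition above the mean plus 3 SD of all compounds in the same screening run, cut at about 4.5% in these data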;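 note: 0% = IMP-1 with DMSO and 100% = DMSO wells lacking enzyme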
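System: purified IMP-1; amount: IMP-1 0.2 nM before substrate addition; compound: single dose, 5.6 µM; times: 25 °C, 15 min preincubation, 25 min reaction; signal: Epi-absorbance via hydrolysed-nitrocefin quenching of white-plate fluorescence, 480/530 nm, EDTA stop; benchmarks: DMSO with and without IMP-1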
Active calls of the source: *; · = no result given; [ ] = remark or other dose.

SMILES	DNA FID counter	SUMO HTRF inh	VIM-2 inhibitor	PHOSPHO1 block	IDE cell activ	pCIP destab	MEKK3 PB1 HTS	HCV NS3 hel inh	IMP-1 inh
CC1CN(C(=O)N(C)C)CCN1C(=O)N(C)C (stereo not given)	-2	9	-0.8	-2	1	-5	100	1	-3.5
COc1ccc(C(C(=O)NCC2CCCO2)N(Cc2cccs2)C(=O)c2snc(C(N)=O)c2N)cc1OC (stereo not given)	-30	6	1.5	31	3	-3	95	5	-0.2
CCOC(=O)c1cnc(SC)nc1Nc1cccc(F)c1	4	-26	0.8	-9	4	2	102	-3	0.6
O=[N+]([O-])c1cnc(N2CCCCC2)c([N+](=O)[O-])c1	0	19	-1.0	-10	1	-10	102	2	-1.6
CC1Cc2ccccc2N1C(=O)CSc1nnc(CNc2ccccc2)o1 (stereo not given)	-9	5	-6.3	22	4	22	88	-1	-1.2
O=C(Nc1cccc2ccccc12)N1CCN(Cc2ccc3c(c2)OCO3)CC1	-3	11	-1.5	-9	2	-6	81	11	-2.7
CCOc1ccccc1NC(=O)CSc1nnc(-c2ccco2)o1	-2	26	-0.3	-7	4	-8	103	3	0.0
O=C(NCc1ccccn1)C(=O)NCC1OCCCN1S(=O)(=O)c1cc(F)ccc1F (stereo not given)	-13	4	-0.2	14	10	-11	86	8	1.5
COc1cc(C(=O)OCC(=O)Nc2cc(C)on2)ccc1OCc1ccccc1Cl	2	6	-2.5	-13	-3	-1	70	-4	-1.9
Cc1ccc(C(=O)c2cc3c(cc2[N+](=O)[O-])OCCO3)cc1	2	6	-3.5	43	4	-13	103	14	-1.6
CCN(CC)CCn1c(=S)[nH]c2cc(C(=O)N3CC(C)CC(C)C3)ccc2c1=O (stereo not given)	0	13	-1.9	13	0	-4	100	-14	-2.4
S=C(Cc1cccnc1)N1CCOCC1	-4	-1	0.4	60*	8	1	101	2	-3.7
COc1cccc(C2C(C(=O)Nc3ccccc3)=C(C)N=c3s/c(=C/c4ccc(OCC(=O)O)cc4)c(=O)n32)c1 (stereo not given)	-21	16	-4.6	12	1	0	112	11	-4.7
O=C1CCc2cc(S(=O)(=O)N3CCCC3C(=O)N3CCN(c4ccccc4)CC3)ccc2N1 (stereo not given)	-4	11	-0.7	-11	0	-14	·	6	-1.7
CC(=O)Nc1nnc(-c2ccc(Cl)s2)o1	-2	8	-0.7	18	6	-13	112	5	-1.6
CCCOc1cccc(C(=O)Nc2ccccc2C(=O)N2CCN(C)CC2)c1	4	1	-0.3	24	-4	0	102	0	-0.2
COC(=O)c1ccccc1OCC(=O)N1CCN(c2ccc(F)cc2)CC1	-10	-3	-2.2	7	7	5	96	-7	-2.5
O=C(CSc1cccc(C(F)(F)F)c1)Nc1ccc(Cl)cc1Cl	-4	-16	-3.2	-7	4	-6	106	7	-3.5
O=C(C1=C[C@H](c2ccc(Br)cc2)C[C@H](OCCCCO)O1)N1CCOCC1	-17	11	-3.1	44	-7	-2	104	6	-0.9
O=C(O)CCCCCNC(=O)CCn1cnc2ccccc2c1=O	2	12	0.0	2	2	5	93	-8	-2.4
COc1ccc(CCN2CNc3c(c(=O)n(C)c(=O)n3C)C2)cc1	-3	15	-1.3	-8	3	-9	98	8	-2.8
O=C(COC(=O)c1cccc(S(=O)(=O)NCc2ccccc2)c1)c1ccccc1	-12	-17	-4.5	0	0	-14	96	-12	-1.9
CC1CCC(N2CCN(c3ccc([N+](=O)[O-])cc3)CC2)CC1 (stereo not given)	9	-3	-0.2	-52	-3	8	103	-1	-2.1
Cc1c(S(=O)(=O)NCc2ccccc2)c(=O)n(C)c(=O)n1C	-2	-4	-2.5	46	7	-5	131*	-20	-6.0
CCN1C(=O)C2(C(C(=O)c3cc4ccccc4o3)=C(O)C(=O)N2CCCN(C)C)c2ccccc21 (stereo not given)	-16	15	-2.6	42	·	-16	106	-1	-1.9

Other structures follow.
SMILES	DNA FID counter	SUMO HTRF inh	VIM-2 inhibitor	PHOSPHO1 block	IDE cell activ	pCIP destab	MEKK3 PB1 HTS	HCV NS3 hel inh	IMP-1 inh
Cc1ccc(C)n1C(CC(=O)O)c1ccc(C#N)cc1 (stereo not given)	-25	1	-1.8	35	·	-1	106	34	-3.3
CCOc1cc(/C=N/NC(=O)COc2ccccc2C)ccc1OC(=O)c1cccs1	-13	-18	-1.6	36	4	-8	104	-10	-1.7
CCOCCCNC(=O)c1cc(-c2cccnc2)nc2ccc(S(=O)(=O)N3CCC(C)CC3)cc12	-12	12	-4.3	75*	6	2	98	-3	-4.5
c1cc(CNC2C3CC4CC(C3)CC2C4)ccn1 (stereo not given)	2	0	-2.5	14	3	12	102	2	-1.2
CN(C)C(CNC(=O)c1ccc2ccccc2c1)c1ccco1 (stereo not given)	2	-4	-4.5	32	3	4	101	9	-2.3
CC(c1nnc(SCC(=O)Nc2cccnc2Cl)n1Cc1ccccc1)N(C)C (stereo not given)	-7	18	-1.4	-5	5	-16	105	8	-3.2
O=C(NCc1ccco1)c1cc([N+](=O)[O-])cc([N+](=O)[O-])c1	3	6	-4.3	0	4	-15	106	0	-1.6
Cc1cc(Br)ccc1NC(=O)c1ccco1	-2	2	-0.6	14	-4	0	109	8	-2.5
O=c1oc2ccccc2c(N2CCCC2)c1[N+](=O)[O-]	-1	-1	0.2	26	1	-3	97	12	-1.7
Cn1c(CNc2ccc(Br)cc2)nc2ccccc21	-14	2	-3.5	56	3	0	103	-7	-2.9
CCC(CC)NC(=O)c1cc(OC)c(OC)c(OC)c1	-8	8	-0.5	-18	2	-4	·	3	-2.7
Cn1c(=O)c2c(ncn2CC(=O)NC2CCCCC2)n(C)c1=O	-5	17	-2.6	34	7	-1	106	-6	-2.2
COc1cccc2c(=O)n(CC(=O)N3CCCc4ccccc43)ccc12	-21	-16	-2.2	-9	-2	-10	99	-7	-4.0
COc1ccc(-c2ccc(NS(=O)(=O)c3ccc([N+](=O)[O-])cc3)cc2)nn1	-10	2	-2.1	12	4	-17	103	-1	-4.4
C[C@H]([C@@H](N)C(=O)N[C@@H](C(=O)O)[C@@H]1O[C@H](n2ccc(=O)[nH]c2=O)[C@@H](O)[C@H]1O)[C@@H](O)c1ccc(O)cn1	-5	2	-3.4	-1	1	-18	109	6	-5.7
COc1cc(/C=N/NC(=O)CNC(=O)c2ccncc2)ccc1OC(C)=O	-11	31	-2.9	32	-3	-5	105	-2	-4.5
Cc1cc(NC(=O)c2ccccc2)n(C)n1	-3	10	-0.3	29	-3	-8	103	-2	-1.0
COc1cc(C(=O)NCC(=O)N/N=C/c2ccc(-c3cccc([N+](=O)[O-])c3)o2)cc(OC)c1OC	-32	-7	-2.2	22	1	12	103	0	-3.6
Cc1onc(-c2ccccc2)c1C(=O)NC(=S)Nc1sc2c(c1C#N)CCCC2	6	-1	-2.8	-2	-6	3	103	10	-2.6
CCOc1ccc(C(C(=O)NCC2CCCO2)N(CCc2cccc(C)c2)C(=O)c2snc(C(N)=O)c2N)cc1 (stereo not given)	-34	1	-4.0	22	6	-6	102	-32	-1.4
COc1ccc(Nc2cccccc2=O)cc1	3	12	-1.7	62*	12	2	99	-9	-0.9
CCC/C=N/NC(=O)c1ccccc1O	9	-10	-4.1	17	3	4	92	-6	-1.8
COc1ccc(CCNCC(O)Cn2c3ccccc3c3ccccc32)cc1OC (stereo not given)	26	-8	-2.2	7	5	-2	106	-59	-1.6
O=C(N/N=C/c1ccc(Cl)cc1Cl)C1CCN(c2ncc(C(F)(F)F)cc2Cl)CC1	3	9	-1.6	32	·	-9	100	-9	-2.3
Cc1ccc(-c2nc(CS(=O)(=O)CC(=O)NCCCN(Cc3ccccc3)C(C)C)c(C)o2)cc1	37*	19	0.7	18	-1	-4	96	-54	-0.7

Grouped by structure: the compounds so far with a cyano group.
SMILES	DNA FID counter	SUMO HTRF inh	VIM-2 inhibitor	PHOSPHO1 block	IDE cell activ	pCIP destab	MEKK3 PB1 HTS	HCV NS3 hel inh	IMP-1 inh
Cc1ccc(C)n1C(CC(=O)O)c1ccc(C#N)cc1 (stereo not given)	-25	1	-1.8	35	·	-1	106	34	-3.3
Cc1onc(-c2ccccc2)c1C(=O)NC(=S)Nc1sc2c(c1C#N)CCCC2	6	-1	-2.8	-2	-6	3	103	10	-2.6

The list goes on.
SMILES	DNA FID counter	SUMO HTRF inh	VIM-2 inhibitor	PHOSPHO1 block	IDE cell activ	pCIP destab	MEKK3 PB1 HTS	HCV NS3 hel inh	IMP-1 inh
Fc1ccc(/C=N/Nc2nc(-c3cccnc3)nc3ccccc23)cc1	-6	5	0.8	20	4	-2	82	31	-0.9
COc1cc(C2SCC(=O)N2c2nnc(C34CC5CC(CC(C5)C3)C4)s2)cc(OC)c1OC (stereo not given)	-2	19	-2.0	3	8	-6	100	8	-2.2
O=C1/C(=C\c2ccc(C(F)(F)F)cc2)CSc2sccc21	-11	-3	-2.9	43	8	6	101	-17	-0.8
Cc1ccc(S(=O)(=O)N2CCC(NC(=O)c3cccc(C)c3)CC2)cc1	4	-9	-4.1	12	7	2	105	1	-4.7
O=C(Cc1cccc2ccccc12)NCCC1=CCCCC1	-31	7	-3.4	-7	0	-10	92	1	-3.5
NS(=O)(=O)c1ccc(N2N=C(c3ccccc3)CC2c2cccc(F)c2)cc1 (stereo not given)	-13	25	-2.1	8	-3	7	116	-20	-1.3
CCCSc1nnc(-c2cnn(-c3ccccc3)c2-n2cccc2)n1C	-44	4	-1.5	23	2	-12	95	-3	-5.4
NC(=O)c1cc(NC(=O)CCc2nc3ccccc3s2)cc(C(N)=O)c1	-5	21	-2.0	·	-7	-12	94	-3	-1.4
O=C(COC(=O)/C=C/c1ccc(S(=O)(=O)N2CCc3ccccc32)cc1)NC1CCS(=O)(=O)C1 (stereo not given)	-25	-16	-3.8	38	0	-13	100	-8	-0.7
Cc1cccc(NC(=O)CCC(=O)OCC(=O)c2ccc(Oc3ccc([N+](=O)[O-])cc3)cc2)c1	3	-2	-0.6	8	6	2	68*[inhibitor]	-3	-2.7
COC(=O)c1ccc(Cn2nc(C)c(Cl)c2C)o1	-5	16	2.3	30	4	-29	99	6	1.4
COc1ccc(Cn2c(SCC(=O)NCc3ccco3)nc3ccsc3c2=O)cc1	-19	-15	-3.9	0	3	7	97	9	-5.1
N=C1C(c2nc(-c3ccc(F)cc3)cs2)=C(O)CN1Cc1ccc(Cl)cc1	-2	-3	-3.5	7	3	8	92	5	-5.7
Cn1ncc(N2CCN(C(=O)c3ccc(Cl)cc3)CC2)c(Cl)c1=O	-3	-19	-2.8	8	-6	10	92	-6	-1.5

This is a subset; rates above refer to the full screens.
